From PubChem BioAssay
CRE-bla Fsk = Cell signaling CRE-BLA (Fsk stim); CHO CRE-bla reporter (cAMP response element driving beta-lactamase), forskolin EC10, beta-lactamase ratio; Potency, µM (doses to about 38.2 µM), for inactives: at the top dose activity change, negative = inhibition, usual class: activators; hit rate 2.5% among 71,000; AID 662, 2007; active = well fitted activation curve with a large enough effect in the signal ratio, with a control signal flat, not every such curve was filed as active; inconclusive = small, poorly fitted or top-dose-only effect, or effect the other way, or a change in a side signal; the % refers to the signal ratio; also: potency is read from the fitted curve at half-maximal effect; % of control where 0% means no effect
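Beta-lactamase reporter under a cAMP responsive element in CHO cells; compounds tested in titration series against EC10 NKH 477, 3 h at 37 °C. Read-out: CCF4 FRET ratio 460nm/530nm (excitation 405nm) giving %Activity, fitted to AC50.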
Hsp90 Hop PPI = qHTS Assay for Disrupters of an Hsp90 Co-Chaperone Interaction | Hsp90 C-terminal peptide / TPR2A (Hop) interaction, human | AlphaScreen TPR2A-His6 binding biotin-Hsp90 C-terminal peptide | Potency, µM (top dose mostly 57 µM), for the others: at the highest dose activity change, negative = inhibition | hit rate 0.44% among 71,000; active = well fitted curve in either direction with a large enough effect; inconclusive = small, poorly fitted or top-dose-only effect, or another doubt; also: potency is read from the fitted curve at half-maximal effect; % is scaled to controls: 0 for no effect and ±100 for the full control effect; many of its hits are not listed in these tables
HADH2 inhib = qHTS Assay for Inhibitors of HADH2 (Hydroxyacyl-Coenzyme A Dehydrogenase, Type II); recombinant HADH2, NADH fluorescence, beta-hydroxybutyryl-CoA; 3-hydroxyacyl-CoA dehydrogenase type-2 (Homo sapiens), Q99714; Potency, µM (highest dose often 57.1 µM), without a hit: at the top dose activity change, negative = inhibition, most hits filed as inhibitors; AID 886, 2007; hit rate 3.4% among 73,000; also: potency is read from the fitted curve at half-maximal effect; % is scaled to controls: 0 for no effect and ±100 for the full control effect; nearly all actives have a fitted effect of over 60% in size; many of its hits are not listed in these tables
Target sequence (Q99714 whole entry, looked up, one chain of several): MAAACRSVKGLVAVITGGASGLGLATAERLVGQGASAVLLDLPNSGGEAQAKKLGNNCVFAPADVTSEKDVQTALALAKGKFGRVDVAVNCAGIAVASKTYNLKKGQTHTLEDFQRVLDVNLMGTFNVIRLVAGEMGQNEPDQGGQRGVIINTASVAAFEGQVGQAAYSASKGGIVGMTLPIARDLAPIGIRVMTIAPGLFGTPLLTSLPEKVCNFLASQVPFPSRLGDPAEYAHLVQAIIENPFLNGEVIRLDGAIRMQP
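Read-out: 360 nm excitation, 450 nm emission, kinetic over 4 min. Conditions: His-tagged human HADH2 20 nM, pH 9.0 Tris with Tween-20, 1 mM NAD+, 90 uM beta-hydroxybutyryl-CoA.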
DNA Pol III inh = qHTS Assay for Inhibitors of DNA Polymerase III Holoenzyme System; reconstituted DNA polymerase III holoenzyme replication, biochemical; Potency, µM (top dose mostly 57.1 µM), inactives show at the top dose activity change, negative = inhibition; hit rate 0.25% among 71,000; AID 603, 2007; also: potency is read from the fitted curve at half-maximal effect; % is scaled to controls: 0 for no effect and ±100 for the full control effect
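Reconstituted *E. coli* holoenzyme (0.35 nM Pol III, 1 nM beta, 154 nM SSB, 2 nM primase) was preincubated with compound for 15 min at RT. Synthesis on 1.4 nM ssM13Gori ran 35 min, then was stopped with PicoGreen/EDTA and read as dsDNA fluorescence.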
15-hLO inh = qHTS Assay for Inhibitors of 15-hLO (15-human lipoxygenase). Polyunsaturated fatty acid lipoxygenase ALOX15 (Homo sapiens), P16050. purified 15hLO-1, xylenol orange hydroperoxide absorbance. Potency, µM (titrated, usually from 57.1 µM), without a hit: at the top dose activity change, negative = inhibition, most hits filed as inhibitors. hit rate 1.4% among 74,000. AID 887, 2007; also: potency is read from the fitted curve at half-maximal effect; % is scaled to controls: 0 for no effect and ±100 for the full control effect; nearly all actives have a fitted effect of over 55% in size
Target sequence (P16050 whole entry, looked up): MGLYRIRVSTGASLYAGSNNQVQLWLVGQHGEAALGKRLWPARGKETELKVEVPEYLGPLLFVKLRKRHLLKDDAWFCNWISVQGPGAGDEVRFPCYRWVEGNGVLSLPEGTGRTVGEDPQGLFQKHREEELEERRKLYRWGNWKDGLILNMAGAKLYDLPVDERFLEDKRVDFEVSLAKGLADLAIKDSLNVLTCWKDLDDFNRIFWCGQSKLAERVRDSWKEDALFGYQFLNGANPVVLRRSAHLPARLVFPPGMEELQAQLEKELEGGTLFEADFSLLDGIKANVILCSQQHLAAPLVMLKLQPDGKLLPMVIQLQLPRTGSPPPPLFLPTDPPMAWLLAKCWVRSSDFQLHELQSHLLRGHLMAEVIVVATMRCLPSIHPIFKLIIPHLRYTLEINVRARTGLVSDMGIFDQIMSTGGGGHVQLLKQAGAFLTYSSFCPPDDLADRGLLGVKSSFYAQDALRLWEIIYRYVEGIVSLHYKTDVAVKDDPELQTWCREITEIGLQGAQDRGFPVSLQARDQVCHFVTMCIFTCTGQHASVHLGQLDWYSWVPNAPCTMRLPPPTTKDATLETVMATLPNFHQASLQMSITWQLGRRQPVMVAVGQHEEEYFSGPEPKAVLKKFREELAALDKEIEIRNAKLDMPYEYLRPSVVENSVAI
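40 nM 15hLO-1 + cpd, 15 min RT; start w/ 50 uM AA (final), 6 min RT; stop/detect w/ 200 uM XO + 300 uM Fe(II) in 50 mM H2SO4, 30 min; A573/A405. Buffer 25 mM Hepes pH 7.5, 0.01% Triton X-100. No-enzyme wells as negative control.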
UbGFP stabilizer = Ubiquitin-GFP Assay; Ubiquitin-GFP reporter cells, proteasome inhibition, GFP fluorescence; response scale: untreated = 0%, 10 µM MG-132 = 100%; Potency, µM (series often up to 45.9 µM), for the others: at the highest dose activation (GFP accumulation), hits mostly activators; 67,000 tested, under 10 active; active = well fitted activation curve with a large enough effect, not every such curve was filed as active; inconclusive = small, poorly fitted or top-dose-only effect, or another doubt; inactive = no such curve, though single readings can be large or run the other way; also: potency is read from the fitted curve at half-maximal effect
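U2OS Ub(G76V)-GFP reporter; O/N plating, 0.5% FBS; cpd 46 uM–2.9 nM, 4 h, 37 °C; GFP+ cell count, 488/515 nm; norm. to basal vs 10 uM MG-132; CRC fit.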
GFP derepression = qHTS Assay for Epigenetic Modulators. Potency, µM (doses to about 46.1 µM), for inactives: at the top dose GFP derepression (activation). hit rate 0.09% among 68,000. mouse C127i GFP locus derepression, cytometry, 30 h. AID 597, 2007; also: % of control where 0% means no effect
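Derepression screen: silenced CMV-GFP reporter in murine C127i cells, 30 h compound incubation at 37 C, washed cells imaged by laser-scanning cytometer to enumerate GFP-expressing objects of 20 to 120 um.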
ERK AVP block = qHTS Assay for Inhibitors of the ERK Signaling Pathway using a Homogeneous Screening Assay; HEK293-V1b, vasopressin-stimulated pERK AlphaScreen; Potency, µM (series often up to 57.5 µM), without a hit: top-dose activity, negative = inhibition, hits mostly inhibitors; hit rate 0.99% among 72,000; also: potency is read from the fitted curve at half-maximal effect; % is scaled to controls: 0 for no effect and ±100 for the full control effect; nearly all actives have a fitted effect of over 55% in size
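V1b-HEK293 cells; cpd 30 min 37C; 25 nM vasopressin 5 min; lyse 10 min; AlphaScreen beads 5 hr RT. Normalized to DMSO basal and 25 nM vasopressin; AC50 by Hill fit.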
Tau fil binding = qHTS Assay for Tau Filament Binding | recombinant tau filaments, thioflavin S fluorescence, 15 h; filaments grown with octadecylsulfate alongside compound | Potency, µM (series often up to 57.1 µM), inactives show at the top dose activity change, negative = inhibition | hit rate 2% among 71,000 | Microtubule-associated protein tau (Homo sapiens), P10636;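 also: potency is read from the fitted curve at half-maximal effect; % is scaled to controls: 0 for no effect and ±100 for the full control effect; actives lower thioflavin S fluorescence by blocking filaments or displacing dye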
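Assay mix: 1 uM His-tagged tau, 30 uM sodium octadecylsulfate, thioflavine S dye in HEPES/NaCl/DTT buffer. Compound is added prior to the inducer. Fluorescence after 15 h at 37 C.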
HBB splice mod = qHTS Assay for Modulators of Hemoglobin Beta Chain Splicing | HBB splicing reporter cell assay, activation; EGFP reporter with mutant IVS2-654 intron; response scale: normalised to 500 nM splice-correcting PNA | Potency, µM (doses to about 46.1 µM), inactives show at the top dose activation, most hits filed as activators | hit rate 0.06% among 65,000 | AID 925, 2007; also: potency is read from the fitted curve at half-maximal effect; 0% is about no effect
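Compounds were applied for 2 days to HeLa EGFP-654 cells, 500/well in Optimem with 2% FCS. The reporter's EGFP is disrupted by mis-splicing of beta-globin intron IVS2-654. Readout: summed well GFP fluorescence from 488 nm laser scanning; reference was 500 nM antisense […] 654 PNA.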
Luciferase inh = qHTS Assay for Inhibitors of Firefly Luciferase; Luciferin 4-monooxygenase (Photinus pyralis), P08659; purified firefly luciferase, luminescence, 8 min; Potency, µM (top dose mostly 57.1 µM), for the others: at the top dose activity change, negative = inhibition, actives largely listed as inhibitors; hit rate 2.2% among 72,000; also: potency is read from the fitted curve at half-maximal effect; % is scaled to controls: 0 for no effect and ±100 for the full control effect; nearly all actives have a fitted effect of over 40% in size
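qHTS concentration-response profiling: light output of P. pyralis luciferase with luciferin and 10 uM ATP, imidazole buffer pH 7.2. Read by luminescence after 8-min room-temperature incubation.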
Numbers without * were called inactive; ? = inconclusive; · = not tested or not shown; & = joins results of further samples; [ ] = dose if it differs, or a comment. Unless noted, calls follow the shape of the dose curve; as a rule, active = well fitted curve in the direction sought with a large enough effect; inconclusive = small, poorly fitted or top-dose-only effect, or another doubt; inactive = no such curve, though single readings can be large; an effect the other way counts as inactive or inconclusive. Not all compounds are listed, so the mix of outcomes need not match the whole.

SMILES	CRE-bla Fsk	Hsp90 Hop PPI	HADH2 inhib	DNA Pol III inh	15-hLO inh	UbGFP stabilizer	GFP derepression	ERK AVP block	Tau fil binding	HBB splice mod	Luciferase inh
CC(C)CCn1c(SCC(=O)OCn2nnc3ccccc3c2=O)nc2ccccc2c1=O	-4%	1%	7%	-5%	-3%	-1%	3%	-25%	-10%	0.7%	0%
COCCSc1nnc(NC(=O)CSCc2ccccc2)s1	?	-1%	-25%	3%	?	11%	3%	-1%	-3%	-0.1%	-1%
O=C(c1ccncc1)N1CCC[C@@]2(CCN(c3ccccn3)C2)C1	-2%	-1%	3%	3%	3%	-1%	0%[9.22 µM]	-13%	1%	1.8%	-1%[11.4 µM]
COc1ccc(OC)c(-c2nc3c(C)n[nH]c(=O)c3[nH]2)c1	4%	-1%	?	-7%	7%	2%	4%	-10%	7%	0.6%[57.5 µM]	2%
CCOc1cccc2cc(C(=O)Nc3nccs3)c(=O)oc12	?	-5%	3%	-11%	-1%	-11%	-1%	6%	-49%	-1.8%	-1%
N[C@H](Cn1ccc(=O)c(O)c1)C(=O)O	0%	-3%	10%	-4%	6%&9%[25.6 µM]	6%	-2%[9.22 µM]	-1%	?	1.0%[20.6 µM]	3%[11.4 µM]
COC(=O)c1c(NC(=O)CC2SCC(C(=O)OC)NC2=O)sc2c1CCCC2 (centres undefined)	?	-8%	-8%	3%	-29%	3%	0%	-25%	22%	0.2%	2%
CCNc1ncc2nc(C)c(=O)n(Cc3cccs3)c2n1	10µM*	-6%	-11%	-10%	2%	0%	3%[9.22 µM]	16µM*	3%	-0.1%	1%[11.4 µM]
Cc1ccc(C)n1-c1ccc(C(=O)N2CCOCC2)cc1	-3%	0%	-4%	1%	-14%	4%	7%	-6%	2%	-0.8%	-1%
O=C(O)c1cccc2cccc(-c3cccc4cccc(C(=O)O)c34)c12	4%[7.6 µM]	0%[11 µM]	?	-27%[11.4 µM]	3%[11.4 µM]	-7%[9.17 µM]	1%[9.22 µM]	4%[11.5 µM]	8%[11.4 µM]	1.7%[9.22 µM]	3%[11.4 µM]
CN(C)c1ccc(CNn2cnnc2SCc2ccccc2F)cc1	-3%	-13%	4%	-4%	0%	1%	0%	-28%	1%	1.4%	0%
CCOC(=O)N1CCC(NC(=O)CCN2C(=O)C3C4C=CC(C4)C3C2=O)CC1 (centres undefined)	?	-6%	-1%	-5%	0%	2%	6%	-4%	-6%	1.2%	0%
CCOC(=O)c1ccc(Nc2ncnc3nc[nH]c23)cc1	1%	0%	?	-3%	-2%	4%	-2%	-9%	415%	-0.8%	-18%
COc1ccc(N2CCN(CCCNC(=O)CC3Oc4ccc(C)cc4NC3=O)CC2)cc1 (centres undefined)	3%	-7%[2.3 µM]	-25%	-4%	-28%	-4%	·	-27%	25µM*	-0.9%	1%
O=C(c1cc(C(F)(F)F)cc(C(F)(F)F)c1)N1CCC2(CC1)CN(c1ncccn1)C2	-8%	1%	10%	-1%	-4%	9%	2%[9.22 µM]	-17%	-6%	2.0%	2%[11.4 µM]
O=C(CSc1nc2c(c(=O)n1-c1ccc(Br)cc1)SCC2)Nc1nccs1	-5%	-1%	-4%	1%	-2%	-7%	-1%	5%	37%	1.1%	-1%
O=C(c1ccc2c(c1)OCO2)N1CCCCC1	?	-6%	12%	-3%	-17%[25.6 µM]	10%	0%	-16%	?	·	-2%
CCOC(=O)N1CCC(N2C(=O)c3ccc(C(=O)Nc4ccc(F)cc4F)cc3C2=O)CC1	-9%	-1%	7%	1%	1%	3%	-5%	-14%	24%	-0.7%	2%
CCOc1ccc2nc(NC(=O)CSc3nnc(-c4ccncc4)n3CC3CCCO3)sc2c1 (centres undefined)	1%	1%	10%	-1%	6%	-2%	4%	-6%	-15%	-0.1%[57.5 µM]	2.5µM*
C=CCN(CC=C)C(=O)c1ccncc1	-11%	-3%	6%	-7%	3%	-1%	13%	-15%	4%	0.0%	-1%
O=C(NC1CC1)c1scc2c1OCCO2	-14%	-1%	1%	-7%	-3%	-3%	0%	9%	1%	-0.7%	1%
C[C@@]12CCC(=O)C[C@@H]1CC(=O)[C@H]1[C@H]3CCC[C@]3(C)C(=O)C[C@@H]12 (tested in a mixture with another compound)	4%[17.1 µM]	-2%[26 µM]	2%[25.6 µM]	4%[25.6 µM]	15%[25.6 µM]	2%[20.5 µM]	8%[20.6 µM]	-3%[25.7 µM]	-8%[25.6 µM]	-1.1%[20.6 µM]	1%[25.5 µM]
CCCCNc1nc(C)nc2c1nc(-c1ccccc1)n2CC1CCN(C)CC1	-3%	-2%	12%	-8%	1%	6%	·	?	2%	-0.9%	·
COc1cc(S(=O)(=O)N2CCCC3(CCCCC3)C2)ccc1-n1cnnn1	7%	3%	29%	2%	-9%	5%	2%	-5%	2%	·	9%

In the list so far, three have fluorine.
SMILES	CRE-bla Fsk	Hsp90 Hop PPI	HADH2 inhib	DNA Pol III inh	15-hLO inh	UbGFP stabilizer	GFP derepression	ERK AVP block	Tau fil binding	HBB splice mod	Luciferase inh
CN(C)c1ccc(CNn2cnnc2SCc2ccccc2F)cc1	-3%	-13%	4%	-4%	0%	1%	0%	-28%	1%	1.4%	0%
O=C(c1cc(C(F)(F)F)cc(C(F)(F)F)c1)N1CCC2(CC1)CN(c1ncccn1)C2	-8%	1%	10%	-1%	-4%	9%	2%[9.22 µM]	-17%	-6%	2.0%	2%[11.4 µM]
CCOC(=O)N1CCC(N2C(=O)c3ccc(C(=O)Nc4ccc(F)cc4F)cc3C2=O)CC1	-9%	-1%	7%	1%	1%	3%	-5%	-14%	24%	-0.7%	2%

Further compounds follow:
SMILES	CRE-bla Fsk	Hsp90 Hop PPI	HADH2 inhib	DNA Pol III inh	15-hLO inh	UbGFP stabilizer	GFP derepression	ERK AVP block	Tau fil binding	HBB splice mod	Luciferase inh
Cc1cc(NC(=O)COc2ccc(Cl)cc2Cl)n(CCC#N)n1	-7%	0%	7%	-3%	2%	-3%	0%	-1%	4%	-2.4%	-13%
Cn1c(C(=O)N2CCCC(C(=O)O)C2)cc2sccc21 (centres undefined)	-12%	-1%	-1%	0%	-7%	7%	0%	-3%	6%	-0.4%	-2%
NC(=O)c1cnn2c(C(F)(F)F)cc(-c3ccc(F)cc3)nc12	10µM*	-3%	17%	-10%	-5%	-1%	0%	?	?	-0.2%[57.5 µM]	-2%
CCc1cc2c(nc1CC)CCN(CC/C(C)=N/O[C@@H](C)CN1CCCCc3nc(C)c(C)cc31)C2	·	·	3%[11.4 µM]	·	7%[11.4 µM]	·	·	16%[11.5 µM]	·	0.9%[9.22 µM]	-3%[11.4 µM]
Cn1c(NCC2CCCO2)nc2c1c(=O)n(Cc1ccccc1)c(=O)n2C (centres undefined)	?	9%	8%	-9%	-27%	2%	-1%	?	-9%	2.4%	3%
CCC1CCCCN1C(=O)Cn1c(C(=O)OC)cc2sc(Cl)cc21 (centres undefined)	5%	1%	15%	-5%	5%	-3%	-2%	-3%	11%	1.0%	2%
CCC(Sc1nncn1C)C(=O)Nc1ccccc1OC (centres undefined)	-4%	-2%	11%	-9%	5%	-7%	4%	-13%	-8%	0.6%	0%
O=C(Nc1cccc(NC(=O)c2ccco2)c1)c1ccc2c(c1)OCO2	0%	1%	5%	0%	-5%	-3%	0%	-6%	-3%	-0.4%	0%
